# Assay outcomes deposited in PubChem BioAssay by National Center for Advancing Translational Sciences (NCATS).
# Rab9 prom act = qHTS Assay for Rab9 Promoter Activators; Huh7 Rab9 promoter-luciferase reporter, luminescence, 24 h; Potency, µM (titrated, usually from 9.22 µM), inactives show at the highest dose activation, negative = inhibition, hits mostly activators; AID 485297, 2010; 2.8% of 320,000 active; note: potency is the fitted concentration of half-maximal effect; % of control where 0% means no effect; nearly all actives have a fitted effect of over 60% in size
#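 Huh7 cells stably carrying a Rab9 promoter-luciferase reporter, 1500 cells per well in OP-MEM I with 10% FBS, treated with compound 24 hours at 37C. Luciferase activity read by luminescence after 10 minutes with Amplite reagent.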
# FLuc counter = qHTS profiling assay for firefly luciferase inhibitor/activator using purifed enzyme and Km concentrations of substrates (counterscreen for miR-21 project) | purified FLuc, Km substrates, luminescence inhibition | AID 588342, 2011 | Potency, µM (top dose mostly 57.5 µM), for inactives: top-dose activity change, negative = inhibition, usual class: inhibitors | 6.9% of 360,000 active | Luciferin 4-monooxygenase (Photinus pyralis), P08659;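 note: potency is the fitted concentration of half-maximal effect; plate controls were vehicle for no effect and reference inhibitor for full effect; nearly all actives have a fitted effect of over 55% in size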
# Target sequence (P08659 whole entry, looked up): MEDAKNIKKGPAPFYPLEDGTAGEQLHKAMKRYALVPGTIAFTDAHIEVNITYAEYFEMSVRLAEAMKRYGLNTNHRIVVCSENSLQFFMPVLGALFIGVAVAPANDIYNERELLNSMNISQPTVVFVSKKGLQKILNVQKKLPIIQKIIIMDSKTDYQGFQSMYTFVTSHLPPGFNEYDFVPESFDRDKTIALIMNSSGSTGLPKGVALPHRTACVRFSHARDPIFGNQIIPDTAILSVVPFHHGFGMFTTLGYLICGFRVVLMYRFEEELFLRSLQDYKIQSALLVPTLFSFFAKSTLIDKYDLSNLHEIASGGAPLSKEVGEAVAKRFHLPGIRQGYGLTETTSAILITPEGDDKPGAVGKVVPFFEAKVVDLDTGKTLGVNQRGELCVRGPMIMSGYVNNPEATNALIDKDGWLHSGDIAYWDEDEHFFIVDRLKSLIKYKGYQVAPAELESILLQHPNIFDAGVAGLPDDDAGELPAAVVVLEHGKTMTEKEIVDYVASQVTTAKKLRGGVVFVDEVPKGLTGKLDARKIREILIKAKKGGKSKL
#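 Purified P. pyralis luciferase (10nM final) with 10uM D-luciferin and 10uM ATP (Km levels) in 50mM Tris acetate pH 7.5, 10mM Mg acetate, 0.01% Tween-20, 0.05% BSA; qHTS 6-point titration, ~60 µM downward; luminescence read.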
# Menin MLL FP TR = qHTS Assay for Inhibitors Targeting the Menin-MLL Interaction in MLL Related Leukemias: Competition With Texas Red Labeled MLL-derived Mutant Peptide; Menin + Texas Red MLL mutant peptide, fluorescence polarization; O00255; Potency, µM (doses to about 61.6 µM), inactives show at the top dose FP activity change, negative = inhibition, hits mostly inhibitors; 0.23% of 270,000 active; active = well fitted inhibition curve with a large enough effect in the polarisation, with a control signal flat, not every such curve was filed as active; inconclusive = small, poorly fitted or top-dose-only effect, or effect the other way, or a change in a side signal; inactive = no such curve, though single readings can be large or run the other way; the % refers to the polarisation; note: potency is the fitted concentration of half-maximal effect; % of control where 0% means no effect; many of its hits are not listed in these tables
# Giardia kill = Small Molecules that selectively kill Giardia lamblia: qHTS; activity change, % at 7.66 µM, hits read low; Giardia lamblia trophozoite viability; 0.15% of 340,000 active; in the data active = activity change below about -80%; inconclusive = between about -30% and that limit;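 note: parasites exposed to compound for two days anaerobically before the ATP read; % is set by controls: 0 for no effect and ±100 for the full control effect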
#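 Trophozoite viability was measured as ATP-dependent luminescence, read 15-30 min after reagent addition. Before that, parasites at 100 cells/well were exposed to compounds for 48 h, anaerobically, at 37 deg C.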
# RORgamma inh = qHTS for inhibitors of ROR gamma transcriptional activity; Potency, µM (highest dose often 53.6 µM), inactives show at the highest dose activity change, negative = inhibition, most hits filed as inhibitors; Nuclear receptor ROR-gamma (Mus musculus), P51450; AID 2551, 2010; 5.4% of 310,000 active; Drosophila S2 Gal4-RORgamma UAS-luciferase reporter, 20 h; note: potency is the fitted concentration of half-maximal effect; % is set by controls: 0 for no effect and ±100 for the full control effect; nearly all actives have a fitted effect of over 60% in size
# Target sequence (P51450 whole entry, looked up, the tested form may be a part): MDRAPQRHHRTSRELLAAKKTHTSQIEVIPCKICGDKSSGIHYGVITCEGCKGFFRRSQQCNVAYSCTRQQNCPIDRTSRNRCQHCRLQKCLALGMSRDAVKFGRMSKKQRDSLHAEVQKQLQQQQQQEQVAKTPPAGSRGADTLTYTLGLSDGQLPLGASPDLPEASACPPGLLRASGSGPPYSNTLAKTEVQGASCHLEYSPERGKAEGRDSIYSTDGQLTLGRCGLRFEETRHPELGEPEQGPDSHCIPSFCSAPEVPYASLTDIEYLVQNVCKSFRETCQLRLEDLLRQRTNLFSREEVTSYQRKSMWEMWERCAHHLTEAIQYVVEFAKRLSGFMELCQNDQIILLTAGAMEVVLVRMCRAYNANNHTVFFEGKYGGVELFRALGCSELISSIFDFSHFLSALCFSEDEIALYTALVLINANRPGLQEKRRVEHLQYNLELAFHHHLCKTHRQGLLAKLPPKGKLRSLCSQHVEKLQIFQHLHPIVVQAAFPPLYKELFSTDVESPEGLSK
#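 Stably transfected Drosophila Schneider cells are the test system, with ROR gamma fused to Gal4 and luciferase under UAS control; luminescence is read after 20 hr of 700 uM copper sulfate induction at ambient temperature.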
# NPC1 prom act = qHTS Assay for NPC1 Promoter Activators; Huh7 NPC1 promoter luciferase reporter, 24 h; Potency, µM (doses to about 9.22 µM), inactives show top-dose activation, usual class: activators; 2.4% of 320,000 active;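 note: potency is the fitted concentration of half-maximal effect; % of control where 0% means no effect; nearly all actives have a fitted effect of over 60% in size; reporter is driven by a mutant NPC1 promoter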
#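 Huh7 cells stably carrying NPC1 promoter–luciferase, plated in Opti-MEM with 10% FBS for 2 h, were exposed to compound in DMSO for 24 h at 37 °C; luciferase reagent was added for 10 min and luminescence read.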
# ELG1 genotox = qHTS screen for small molecules that induce genotoxicity in human embryonic kidney (HEK293T) cells expressing luciferase-tagged ELG1 | HEK293T ELG1-luciferase reporter, luminescence, 16 h | Potency, µM (top dose mostly 46 µM), inactives show top-dose activity change, positive = activation, most hits filed as activators | 1.3% of 330,000 active; note: potency is the fitted concentration of half-maximal effect; % of control where 0% means no effect; nearly all actives have a fitted effect of over 60% in size
#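 Quantitative HTS format in 1536-well plates. HEK293T ELG1-luciferase reporter cells receive test compound and are incubated 16 hr at 37 °C, 5% CO2; ONE-Glo added, 30 min room temperature, then luminescence read.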
# p53 reactivation = qHTS assay for re-activators of p53 using a Luc reporter; Potency, µM (doses to about 92.2 µM), without a hit: at the highest dose activity change, positive = activation, usual class: activators; H1299 p53-A138V BP100-luciferase reporter, luminescence, 24 h; 0.063% of 320,000 active; AID 504706, 2011; note: potency is the fitted concentration of half-maximal effect; % of control where 0% means no effect; nearly all actives have a fitted effect of over 45% in size
#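 H1299 (p53-null), stable ts p53-A138V + BP100-Luc; 1000 cells/well, Opti-MEM/10% FBS; cpd 4 pt, 1:5; 24 h, 37 deg C, 5% CO2; detection reagent 10 min RT; luminescence.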
# Gal4-VP16 FLuc = VP16 counterscreen qHTS for inhibitors of ROR gamma transcriptional activity. Drosophila S2 Gal4-VP16 UAS-luciferase, luminescence, 20 h. Potency, µM (highest dose often 53.6 µM), for inactives: top-dose activity, negative = inhibition, usual class: inhibitors. 3.5% of 310,000 active;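 note: Gal4-VP16 expression switched on by copper sulfate through the metallothionein promoter; potency is the fitted concentration of half-maximal effect; % is set by controls: 0 for no effect and ±100 for the full control effect; nearly all actives have a fitted effect of over 50% in size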
# PKM2 activator = qHTS Assay for Activators of Human Muscle isoform 2 Pyruvate Kinase | Pyruvate kinase PKM (Homo sapiens), P14618 | purified PKM2, Kinase-Glo ATP luminescence, activation; response scale: 0% is enzyme alone, no compound | Potency, µM (series often up to 57.5 µM), without a hit: top-dose activation, most hits filed as activators | 0.34% of 260,000 active | AID 1631, 2009; note: potency is the fitted concentration of half-maximal effect; % is set by controls: 0 for no effect and ±100 for the full control effect; nearly all actives have a fitted effect of over 55% in size
#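 Kinase-Glo luminescence reports ATP generated from ADP (0.1 mM) and PEP (0.5 mM) by purified hPK-M2 after 1 h at room temperature, pH 7.2 imidazole buffer; intermediate enzyme activity allows detecting inhibitors and activators.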
# BRCA1 expr up = qHTS Assay to Identify Small Molecule Activators of BRCA1 Expression | MCF7-BRCA1-FFLuc reporter, luminescence, 48 h; response scale: scaled: vehicle 0%, 10 µM genistein 100% | 1.1% of 380,000 active | Potency, µM (titrated, usually from 46.1 µM), for the others: at the highest dose activation, most hits filed as activators; note: potency is the fitted concentration of half-maximal effect; nearly all actives have a fitted effect of over 80% in size; some results filed as inactive show a strong effect at the top dose
#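 Luminescence from a BRCA1-driven firefly luciferase in MCF7 cells was read after 48 h compound exposure at 37 C. Data normalized against DMSO and a 10microM genistein activation control, then curve-fitted across the titration.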
# An asterisk follows results filed as active; ? = inconclusive; . = no result given; [ ] = dose if it differs, or a comment. Unless noted, calls come from the whole dose curve; as a rule, active = well fitted curve in the direction sought with a large enough effect; inconclusive = small, poorly fitted or top-dose-only effect, or another doubt; inactive = no such curve, though single readings can be large; an effect the other way counts as inactive or inconclusive.
SMILES,Rab9 prom act,FLuc counter,Menin MLL FP TR,Giardia kill,RORgamma inh,NPC1 prom act,ELG1 genotox,p53 reactivation,Gal4-VP16 FLuc,PKM2 activator,BRCA1 expr up
Cc1c(NC(=O)OCc2ccccc2)c(=O)n(-c2ccccc2)n1C,1%,0%,3%,10,-28%,-1%,1%,-1%,0%,-1%,1%
O=C(O)c1ccc(-c2cccc([N+](=O)[O-])c2)o1,0%,-16%,.,-18,25%,-1%,-3%,-1%,-6%,21%,-6%
CCn1c2nc(SCCN3CCOCC3)nnc2c2cc(C)cc(C)c21,4%,4%,-1%,13,-20%,-3%,-7%,-4%,-3%,.,-31%
CNC(=S)NCC(O)c1ccc([N+](=O)[O-])cc1 (centres undefined),-3%,0%,24%,-1,-4%,-2%,1%,2%,3%,-5%,3%
CCCNC(=O)c1oc2ccc3c(c2c1C)C=CC(C)(C)O3,3.5µM*,11µM*,-19%,13,0%,?,?,20%,11%,.,?
CCCCN(C(=O)c1ccc(Br)o1)C1CCS(=O)(=O)C1 (centres undefined),1%,2%,.,-2,.,-3%,0%,-3%,.,.,-9%
O=C(CSc1ncc(-c2ccccc2)n1-c1ccccc1)NCc1ccco1,-9%,-1%,1%,1,-2%,0%,-20%,-5%,22%,2%,-13%
CN1C(=O)C(O)(CC(=O)/C=C/C=C/c2ccccc2)c2ccccc21 (centres undefined),-40%[inhibitor],2%,6%,8,17%,-4%,-1%,11%,-14%,-4%,-2%
CCOc1ccc(NC2c3ccccc3C(=O)N2Cc2ccco2)cc1 (centres undefined),1%,-5%,1%,-4,-11%,0%,-3%,2%,-17%,-15%,-36%
O=C(N/N=C/c1c(Cl)cccc1Cl)c1n[nH]c2c1CCCC2,2.8µM*,6.7µM*,2%,-21,-9%,2.8µM*,?,?,-1%,-4%,88%
COCc1cc(C2C(C(=O)c3ccco3)=C(O)C(=O)N2CCOCCO)ccc1O (centres undefined),-1%,1%,-13%,20,-7%,2%,-1%,9%,-8%,-3%,5%
Cc1cc(C)nc(NC(=O)CSc2ccccn2)n1,0%,1%,-1%,-5,-21%,-8%,2%,-7%,-9%,2%,6%
COc1ccc(CC(=O)O/N=C(\N)Cc2ccc([N+](=O)[O-])cc2)cc1,2%,-2%,.,16,-20%,-4%,-3%,-8%,-7%,0%,-12%
C=CC12C=CC=CN1C(C(=O)OC)=C(C(=O)OC)C(C(=O)OC)=C2C(=O)OC (centres undefined),-1%,0%,-8%,-5,2%,-2%,-5%,-15%,0%,-1%,4%
NS(=O)(=O)c1cccc(NC(=O)c2cccs2)c1,-2%,-1%,.,8,30%,-4%,-1%,5%,3%,0%,-3%
Cc1ccc(OCCCC(=O)NCc2ccco2)c(C)c1,0%,-3%,8%,.,33%,-2%,-1%,-3%,5%,-4%,.
Cc1ccc(S(=O)(=O)N(C)CC(=O)OCC(=O)c2c(N)n(C)c(=O)n(C)c2=O)cc1,-2%,0%,-11%,5,?,-3%,0%,-1%,6%,-8%,5%
COC(=O)c1cc(Sc2c(Cl)cccc2Cl)ccn1,1%,-10%,-4%,-2,?,-6%,-2%,-4%,6%[10 µM],1%,-45%
CCn1c(C2CC(=O)N(Cc3ccccc3)C2)nc2ccccc21 (centres undefined),1%,1%,3%,16,22%,0%,-2%,-8%,0%,-1%,4%
O=C(CN1CCOCC1)n1c2c(c3ccccc31)CCCC2,1%,-1%,-23%,4,7%,0%,0%,-3%,-6%[10 µM],-1%,-20%
COC(=O)Nc1nncs1,-2%,-1%,.,-20,-3%,0%,-3%,-3%,-5%,2%,20%
CC(=O)NCc1cccc(CNC(C)=O)n1,-3%,10%,-9%,6,-19%,-1%,1%,-5%,-4%,-3%,1%
CC(OC(=O)c1ccc2c(=O)n3c(nc2c1)CCC3)C(N)=O (centres undefined),1%,5%,10%,7,19%,-1%,3%,5%,-3%,-1%,14%
CNc1c(-n2cc(C(=O)OC)c(C(=O)OC)c2C(=O)OC)c(=O)n(C)c(=O)n1C,5%,-5%,16%,-2,4%,2%,-4%,28%,2%,1%[11.5 µM],-7%
O=C(O)c1c(NC(=O)N2CCCC2)sc2c1CCCC2,-9%,?,31%[activator],-12,-22%,-2%,-9%,6%,-12%,.,13%
O=C1OCc2cc(NC(=O)C3COc4ccccc4O3)ccc21 (centres undefined),-3%,-17%,10%,-4,21%,-1%,-1%,2%,23%,-2%,0%
Cc1ccc(Sc2c(C(=O)Nc3ccc(F)cc3F)c(C(F)(F)F)nn2C)cc1,2%,0%,-17%,25,-1%,-6%,-5%,-7%,-6%,0%,-57%
CCc1cccc(Oc2nn[nH]n2)c1,0%,-22%,.,13,25%,4%,5%,3%,-4%,0%,16%
Cc1c(C)c2ccc(OCC(=O)N3CC[C@@]4(O)CCCC[C@H]4C3)cc2oc1=O,-7%,-1%,-4%,3,-7%,0%,15%,.,0%,-1%,0%
CCC(c1nnnn1C(C)(C)C)N(Cc1ccco1)Cc1cc2cccc(C)c2[nH]c1=O (centres undefined),-2%,2%,-3%,-6,1%,-2%,-5%,0%,?,17%,-34%
Clc1ccc2[nH]cc(-c3nnnn3-c3ccccc3)c2c1,-3%,24µM*,?,1,?,-4%,-2%,2%,?,0%,-53%
O=C(COC(=O)C(O)c1ccccc1)NC12CC3CC(CC(C3)C1)C2 (centres undefined),2%,1%,0%,-21,-6%,1%,5%,-6%,-1%,1%,-16%
Cc1cc(C(=O)OCC(=O)NC2(C#N)CCCCC2)c(C)o1,-4%,.,.,-21,.,-3%,3%,-12%,.,.,0%
O=C1CN(C(=O)c2cc([N+](=O)[O-])ccc2Cl)C(c2ccccc2)c2cc(F)ccc2N1 (centres undefined),-3%,-1%,2%,-2,?,1%,-4%,-18%,-9%,7%,-22%
Cc1[nH]nc(SCC(=O)NC2CCCCC2)c1[N+](=O)[O-],-1%,?,-1%,?,20%,5%,11%,10%,3%[10 µM],-4%,18%
O=C(c1n[nH]c2ccccc12)N1CCN(S(=O)(=O)c2ccccc2)CC1,-5%,5%,.,-17,.,-2%,0%,1%,.,.,-3%
Cc1ccc(S(=O)(=O)N2CCOCC2)cc1C(=O)N1CCCCCC1,-4%,1%,.,-6,2%,-5%,-3%,-3%,1%,.,-1%
Cc1c(NC(=O)CN2C(=O)NC(C)(c3ccc(Cl)cc3)C2=O)c(=O)n(-c2ccccc2)n1C (centres undefined),-5%,2%,.,3,.,1%,0%,2%,.,.,-3%
COc1cccc(N(C(=O)c2ccco2)c2nc(-c3sc(NC(=O)c4ccco4)nc3C)cs2)c1,-22%,?,?,-28,36%,-21%,-4%,6%,-4%,-10%,-45%
COCc1cc(CNC(=O)C2CCC(=O)N(Cc3cccc(OC)c3)C2)[nH]n1 (centres undefined),-2%,0%,1%,8,.,0%,1%,.,.,5%,-18%
CCC(Sc1ncnc2sc(C)c(C)c12)C(=O)OC (centres undefined),-4%,3%,-13%,-6,?,1%,4%,1%,-27%,0%,-10%
O=C(O)c1cc(-c2ccc3c(c2)OCO3)nc2ccc(Br)cc12,11%,3µM*,?,19,-17%,10%,5%,-6%,-15%,0%,47%
Fc1ccc(OCCCCCn2ccnc2)cc1,-9%,0%,-1%,8,-21%,-6%,-5%,.,-2%,-5%[11.5 µM],2%
COC(=O)c1cc(NC(=O)Nc2ccccc2OC)cc(C(=O)OC)c1,0%,?,6%,-22,-21%,-2%,-3%,-3%,-13%,3%,-28%

# The list is partial; rates above refer to the full screens.
